# Bioassay records from PubChem BioAssay.
# HIV fusion peptide = inhibitors of HIV fusion peptide binding, primary screen, biochemical, uHTS, fluorescence dequenching (AID 1986); inhibition, % at 20 µM; hits with a dose series show IC50 in µM; hit rate 0.3% among 290,000; cell-free peptide binding, fluorescence dequenching, 30 min; higher % means a stronger effect; in the data active means inhibition mostly above about 52%, no sharp cut-off; inactive means mostly below about 76%; further: some results filed as inactive read as strong as hits
# SIAH1 antagonists = Siah-1 peptide-binding antagonists, primary screen, biochemical, fluorescence polarization, rhodamine-plectin, uHTS (AID 1817); Siah-1 / rhodamine-plectin peptide fluorescence polarization; higher % means a stronger effect; displacement, % at 20 µM; hits with a dose series show IC50 in µM; hit rate 0.02% among 290,000;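 active means displacement of at least 50% at 20 µM, with a fluorescence ratio check between 0.3 and a set limit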;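 further: plate controls were Siah plus tracer with DMSO for no effect and tracer alone without Siah for full effect; strong numbers were not always called active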
# GPR55 antagonists = inhibition of LPI-stimulated GPR55 beta-arrestin translocation – imaging, U2OS, beta-arrestin-GFP, LPI agonist, primary screen (AID 2013); U2OS GPR55 beta-arrestin-GFP translocation imaging, LPI antagonism; higher % means a stronger effect; one-dose inhibition, % at 10 µM; IC50 in µM for titrated hits; hit rate 0.13% among 290,000;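 active means spots per cell inhibited over 60%, with over 100 cells counted and total cytoplasm intensity under 500,000; inconclusive means wells with under 100 cells, flagged as likely toxic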;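 further: U2OS cells stably carrying GPR55 and arrestin-GFP stimulated by 5 µM LPI near EC80; imaged beta-arrestin-GFP aggregate spots per cell after agonist stimulation; plate controls were LPI-stimulated DMSO wells for no effect and DMSO wells without LPI for full effect; some results filed as inactive read as strong as hits; confirmed hits need IC50 under 10 µM and bright autofluorescent wells are also inconclusive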
# PhoP inhibition = inhibitors of PhoP regulon expression, primary screen, Salmonella Typhimurium, GFP reporter (AID 1863); S. Typhimurium PhoP-regulated promoter GFP reporter, 4 h; higher % means a stronger effect; inhibition, % at 50 µM, or IC50 in µM where a hit was titrated; hit rate 0.16% among 300,000;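 active means inhibition over 29.93%, a cutoff 3 SD above the screen mean, later confirmed by dose response; inconclusive means inhibition over 29.93% but no dose response follow-up; inactive means inhibition at most 29.93% or unconfirmed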;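 further: 0% = low Mg2+ inducing control and 100% = high Mg2+ repressing control; strong numbers were not always called active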
# NTR1 ag = agonists of NTR1, primary screen, imaging, U2OS cells, beta-arrestin-GFP, high content (AID 493036); NTR1-U2OS beta-arrestin-GFP spot imaging, agonist mode; activation, % at 20 µM; hit rate 0.17% among 330,000;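 active means activation at or above 40% of the spot to cytoplasm intensity ratio, with at least 20 cells analyzed; inconclusive means wells under 20 cells, flagged as cytotoxic or low count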;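 further: 0% = DMSO without peptide and 100% = 100 nM NTR1 peptide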
# Target sequence (P30989 whole entry, looked up): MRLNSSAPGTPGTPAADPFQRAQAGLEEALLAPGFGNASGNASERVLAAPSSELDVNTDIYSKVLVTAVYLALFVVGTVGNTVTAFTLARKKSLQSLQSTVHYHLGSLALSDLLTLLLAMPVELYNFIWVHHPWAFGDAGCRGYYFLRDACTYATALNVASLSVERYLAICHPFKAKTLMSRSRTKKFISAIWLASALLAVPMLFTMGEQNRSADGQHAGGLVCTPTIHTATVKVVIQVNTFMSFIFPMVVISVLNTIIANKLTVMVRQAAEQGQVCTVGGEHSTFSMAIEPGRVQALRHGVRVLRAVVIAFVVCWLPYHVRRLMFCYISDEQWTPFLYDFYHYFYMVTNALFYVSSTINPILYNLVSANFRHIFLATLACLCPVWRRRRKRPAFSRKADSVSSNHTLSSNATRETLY
# MgcRacGAP inhibition = MgcRacGAP GTPase-activating activity inhibitors, confirmation, biochemical, ADP Hunter fluorescence | MgcRacGAP-stimulated Rac1 GTP hydrolysis, ADP Hunter fluorescence; higher % means a stronger effect; GST-tagged Rac1 F28L mutant substrate | one-dose inhibition, % at 30 µM; IC50 in µM for titrated hits | hit rate 0.6% among 340,000 | AID 624330;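 active means first-screen hits whose inhibition reached a set limit at any dose in the follow-up dose series; inconclusive means inhibition above the set first-screen limit but never retested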;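 further: fluorescence reports GDP produced by GAP-driven GTP hydrolysis; strong numbers were not always called active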
# Myeloid diff 2 = promotes myeloid progenitor differentiation | AID 624256 | ER-HoxA9 myeloid progenitors, lysozyme-GFP differentiation, flow cytometry | calls only at 10 µM | hit rate 1% among 360,000;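 active means normalized GFP-positive differentiation at or above the plate's own cutoff, the solvent-only control mean plus 3 SD; inconclusive means no clear call, values can overlap the other calls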;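 further: cells exposed to compound for four days before flow analysis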
# GPR35 antagonists = inhibition of zaprinast-stimulated GPR35 beta-arrestin translocation – imaging, U2OS, beta-arrestin-GFP, zaprinast agonist, primary screen (AID 2058). U2OS GPR35 beta-arrestin-GFP translocation imaging, zaprinast antagonism; higher % means a stronger effect. inhibition, % at 10 µM, or IC50 in µM where a hit was titrated. hit rate 0.052% among 290,000;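 active means inhibition of at least 50% with at least 30 cells and total cytoplasm GFP at most 10,000,000; inconclusive means under 30 cells or total GFP of 10,000,000 plus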
# LYP phosphatase = inhibitors of LYP phosphatase, biochemical, fluorescence intensity, uHTS (AID 1779) | recombinant LYP phosphatase, fluorescence intensity; higher % means a stronger effect | one-dose inhibition, % at 11.5 µM; IC50 in µM for titrated hits | hit rate 0.054% among 290,000; in the data active means inhibition above about 50%;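 further: plate controls were vehicle with enzyme for no effect and no enzyme for full effect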
# NTR1 ag cell count 20 µM = recorded beside NTR1 ag, whose call it bears; cell count; measured here: cell count, cytotoxicity flag
# Myeloid diff 2 GFP+ MAC1+ % = also measured in Myeloid diff 2; calls as there; GFP+ MAC1+ double positive, %; measured here: differentiation confirmed by MAC1 staining
# Starred values were filed as active, the others as inactive; i = inactive; ? = inconclusive; · = not tested or not shown; + = active, no number.
SMILES,HIV fusion peptide,SIAH1 antagonists,GPR55 antagonists,PhoP inhibition,NTR1 ag,NTR1 ag cell count 20 µM,MgcRacGAP inhibition,Myeloid diff 2,Myeloid diff 2 GFP+ MAC1+ %,GPR35 antagonists,LYP phosphatase
Cc1sc2nc(CN3CCCCC3)nc(Cl)c2c1C,-0.9%,-6%,15%,-6%,10,67,9%,+,3.5*,-10%,-5%
CCCCNC(=O)Nc1ccc(C2SCCS2)cc1,-1.9%,1%,1%,1%,3.9,53,·,i,0.0,13%,-4%
NC(=O)NC(=O)COC(=O)c1sc2ccccc2c1Cl,1.5%,-2%,0%,-5%,2.3,59,9%,i,0.2,17%,-4%
O=C(O)CCc1ccc(S(=O)(=O)N2CCOCC2)cc1,-2.1%,-5%,-8%,13%,2.0,33,-5%,i,1.5,-3%,-8%
Cc1ccc(Nc2cc(=O)[nH]c(=O)[nH]2)c(C)c1,-2.4%,-3%,-9%,36%,-0.5,48,12%,i,1.0,14%,-8%
COc1ccc(NC(=O)CSc2nnnn2C2CCCC2)cc1,1.4%,2%,-1%,-6%,1.3,47,-9%,i,0.6,-13%,4%
O=C(c1ccco1)N1CCN(C(=O)C2CC(c3ccc(Cl)c(Cl)c3)=NO2)CC1 (configuration not stated),0.7%,0%,-4%,7%,2.8,58,2%,i,0.9,-1%,-3%
Cc1nc(C)c(-c2nnc(-c3ccccc3Cl)o2)cc1C(=O)NN,1.2%,13%,-6%,-4%,5.3,66,9%,i,1.0,2%,-1%
COc1ccc(CNC(=O)/C=C/c2ccc(OCCCF)cc2)cc1OC,-1.6%,4%,-3%,-8%,0.1,53,9%,i,0.6,1%,8%
Cc1ccc(NC(=O)CSc2nc3ncc(Cl)cc3[nH]2)c(C)c1,5.6%,4%,-3%,-8%,1.1,56,8%,i,0.3,14%,-5%
COc1ccc2cc(S(=O)(=O)N3CCCC3)ccc2c1,-0.9%,-5%,1%,2%,-1.5,43,6%,i,4.1,17%,-11%
CCOC(=O)C(C(=O)Nc1ccccc1C)C1CCCCC1 (configuration not stated),0.3%,0%,0%,18%,1.6,47,4%,i,6.9,15%,-6%
O=c1c2ccccc2nnn1CSc1ccc2ccccc2n1,-0.2%,-11%,-8%,-15%,5.3,66,0%,i,0.3,-12%,-6%
CC(NC(=O)c1ccco1)C1CCCO1 (configuration not stated),-0.7%,0%,1%,17%,-0.3,63,1%,i,0.8,0%,-12%
CCn1cc(CNC(=O)C2CCC(=O)N(C3CCCCCC3)C2)cn1 (configuration not stated),-0.6%,-1%,-6%,-5%,-0.1,64,8%,i,0.6,1%,-8%
O=C(Nc1ccncc1)c1ccc2c(c1)OCCO2,0.8%,-2%,0%,18%,0.2,45,9%,i,1.1,3%,-1%
CCc1ccc(-c2cc(C)no2)cc1S(=O)(=O)N1CCN(c2ccccc2)CC1,-0.1%,1%,-17%,2%,2.4,63,6%,?,·,22%,-9%
O=C(CN1CCN(Cc2ccccc2)CC1)Nc1ccc(Cl)cn1,0.0%,0%,4%,2%,-1.6,82,2%,i,0.3,-6%,-1%
O=C(Oc1ccc2c(=O)c(Oc3ccc4ccccc4c3)coc2c1)c1cncc(Br)c1,1.4%,8%,1%,-3%,-3.0,94,6%,i,0.4,-9%,3%
COC(=O)c1ccc(S(N)(=O)=O)o1,1.2%,4%,6%,7%,-0.3,45,8%,i,0.5,6%,-9%
Cc1ccc(S(=O)(=O)N2CCC(=O)N(CCOC(=O)Nc3ccc(C)c(C)c3)CC2)cc1,0.6%,-3%,9%,2%,1.6,107,9%,i,1.6,-17%,-5%
Cc1cccc(C)c1NC(=O)CS(=O)CC(=O)NCC1OCCc2ccccc21 (configuration not stated),0.1%,19%,4%,-9%,2.8,31,-4%,i,1.0,5%,-4%
CCOc1ccc(CN2CCC(n3nccc3NC(=O)C3CC3)CC2)cc1CO,3.0%,-6%,8%,0%,-1.1,64,10%,i,1.2,3%,-4%
Cc1ccsc1/C=N/NC(=O)CO,1.2%,9%,2%,9%,0.1,104,0%,i,0.2,-5%,-4%
Cc1ccc2c(c1)CCCN2C(=O)c1ccc2c(c1)OCO2,-2.5%,0%,7%,16%,1.7,73,7%,i,4.0,0%,-5%
S=C(NCCc1ccccc1)NCCc1ccccc1,-2.4%,8%,9%,?,-0.6,63,-6%,i,0.2,-14%,-2%
CNS(=O)(=O)c1ccc(NC(=O)c2cnn3c(C(F)F)cc(-c4ccccc4)nc23)cc1,0.8%,15%,-2%,-5%,11,33,10%,i,0.6,1%,-5%
CN(O)/C=c1/ccc2c(n1)C(=O)C=CC=2,3.1%,-17%,4%,113µM*,0.8,54,11%,i,0.7,4%,-2%
CCOC(=O)C(C)n1cnc2c(oc3ccccc32)c1=O (configuration not stated),2.0%,1%,4%,1%,-0.7,80,-1%,i,0.5,3%,-7%
CC(=O)Nc1ccc(NC(=O)COC(=O)c2cnccn2)cc1,-0.9%,7%,15%,-4%,-0.8,32,9%,i,0.2,2%,-6%
COc1ccc(NC(=O)COC(=O)CCc2cc(OC)c(OC)c(OC)c2)c([N+](=O)[O-])c1,-2.2%,-3%,0%,4%,1.4,48,3%,i,0.8,-14%,-11%
CNS(=O)(=O)c1ccc(N=Cc2c(C)[nH]n(-c3ccc(C)cc3C)c2=O)cc1,-2.2%,-2%,3%,5%,0.5,30,·,i,0.1,-4%,-2%
O=C(c1ccco1)N(c1ccccn1)c1ccccn1,0.8%,0%,6%,2%,3.0,64,1%,i,2.7,7%,-1%
Fc1ccc(-c2cc(C(F)(F)F)nc(NCC3CCCO3)n2)cc1 (configuration not stated),2.3%,-2%,7%,-7%,5.2,71,10%,i,0.5,3%,-1%
O=C1C(C2=NC(c3ccccn3)C3C(=O)N(c4ccc(OC(F)(F)F)cc4)C(=O)C23)=C(O)c2ccccc21 (configuration not stated),-1.7%,2%,4%,-9%,7.9,59,16%,i,0.5,-8%,-7%
Cc1ccc(C)c(NC(=S)N(C)CCO)c1,-1.0%,4%,0%,-4%,1.2,45,10%,i,0.6,-13%,-7%
CCCc1n[nH]c(=O)c2c1nnn2Cc1ccccc1F,0.2%,-5%,-4%,7%,1.3,60,4%,·,·,-1%,-5%
C/C(=N\Nc1ccc2nncn2n1)c1ccc(Cl)s1,-0.2%,-1%,-1%,-10%,1.1,45,·,i,0.4,-2%,-3%
O=c1[nH]c2cc3c(cc2cc1CN(Cc1nnnn1C1CCCC1)C1CCCC1)OCCO3,-1.2%,4%,-1%,0%,1.5,92,10%,i,4.8,6%,2%
O=C(NNc1nccc(C(F)(F)F)n1)Nc1cccc(Cl)c1,-1.3%,6%,12%,1%,-1.0,93,7%,i,0.6,-3%,-7%
CCOC(=O)CN1C(=O)C(C)(C)Oc2ccc(C(=O)NC(C)(C)CC)cc21,-2.8%,1%,5%,-8%,-1.5,68,8%,i,0.2,-4%,-4%
CS(=O)(=O)N(CC(=O)Nc1ccc2c(c1)OCO2)c1ccccc1,1.6%,-4%,0%,3%,0.1,54,1%,i,8.4,7%,-4%
COc1cc(CNC2CCCC2)c(Br)cc1OC1CCCC1,-0.6%,6%,19%,9%,1.5,39,4%,i,0.6,-11%,-6%
NCCOc1ccccc1-c1ccccc1,-1.2%,13%,2%,24%,-0.4,71,-6%,i,0.6,-9%,-11%
CCOC(=O)C1=C(C)NC(=S)NC1c1ccc(OCC(=O)N2CCCCCC2)c(OC)c1 (configuration not stated),0.4%,0%,-1%,-5%,2.6,43,5%,i,3.6,-21%,-3%
CCOc1ccc(C2C(C(=O)Nc3ccc(F)cc3)=C(C)Nc3nc(CCCO)nn32)cc1 (configuration not stated),3.0%,-1%,10%,-1%,-0.5,49,1%,i,2.3,-6%,-2%
COc1ccc(OC)c(NC(=O)CNC(c2ccccc2)c2ccccc2)c1,0.4%,-1%,4%,11%,7.5,83,·,i,0.8,-10%,-6%
O=C1N(CC(=O)N2CCc3ccccc32)CCN1Cc1ccccc1Cl,-0.3%,2%,-5%,3%,0.8,63,9%,i,1.2,-10%,6%
COc1ccc(Nc2nc(NCCN3CCOCC3)nc(Nc3ccc(OC)cc3)n2)cc1,1.6%,-2%,-5%,-4%,-0.3,81,·,i,0.5,-2%,-6%
Cc1cc(C)c2cc(C=O)c(Cl)nc2c1,5.4%,0%,-29%,4%,6.4,92,0%,·,·,-1%,-7%
COc1ccc2c(C)cc(SCC(=O)Nc3nsc(-c4ccc(C)cc4)n3)nc2c1,-2.8%,16%,-4%,11%,12,58,-10%,i,6.0,0%,2%
CCN(CC(=O)Nc1cc(Cl)ccc1C)c1ncnc2sc(C)c(C)c12,2.6%,6%,-1%,20%,-1.0,48,1%,i,0.7,-6%,-5%
CN1CCN(C(=O)CN(C2CCCCC2)S(=O)(=O)c2ccccc2)CC1,-1.4%,2%,11%,·,-1.2,51,4%,·,·,5%,-15%
COc1ccc(N2C(=O)CC(Nc3cccc([N+](=O)[O-])c3)C2=O)cc1 (configuration not stated),-1.7%,1%,4%,7%,3.5,52,9%,i,3.1,14%,-6%
Cc1cccc(C)c1OCCSc1n[nH]c(N)n1,-3.0%,-4%,-3%,-2%,-0.1,61,8%,i,0.3,3%,-9%
CN(C)S(=O)(=O)c1cccc(-c2nnc3n2CCCCC3)c1,0.0%,-6%,-8%,·,0.8,63,10%,i,0.0,-6%,-2%
O=C(O)CCCCCCCCc1cn(CCc2c[nH]c3ccccc23)nn1,4.7%,-3%,4%,-4%,-1.3,81,17%,i,0.7,-12%,-5%
COc1cc(NC(=O)c2nccnc2C(=O)O)cc(OC)c1,0.3%,-1%,2%,6%,0.4,63,10%,i,2.1,1%,-3%
Cc1cccc(NC(=O)CN2C(=O)C(C)Oc3ccccc32)n1 (configuration not stated),1.3%,0%,-3%,5%,4.3,26,-2%,i,1.0,-12%,-10%
